Screens (PubChem)
CHO-K1 Ca antag: M1 antagonist counterscreen hit in parental CHO-K1 cells. ATP-induced calcium, Fluo-8 fluorescence. inhibition, % at 3 µM. 360,000 tested, 0.6% active. AID 602250;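 active = inhibition above a per-plate cutoff, the plate's mean sample inhibition plus 3 SD, cut at about 24% in these data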;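 note: 0% = DMSO plus EC80 ATP and 100% = DMSO alone without ATP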
M5 antag: CHRM5 antagonism in calcium assay; CHO-hM5 cells, Fluo-8 calcium fluorescence, ACh EC80; inhibition, % at 3 µM; 360,000 tested, 0.59% active; AID 624040;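 active = inhibition above a per-plate cutoff, the mean of that plate's test compounds plus 3 SD, cut at about 27% in these data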;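 note: 0% = acetylcholine EC80 with DMSO and 100% = DMSO without agonist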
Target sequence (P08912 whole entry, looked up): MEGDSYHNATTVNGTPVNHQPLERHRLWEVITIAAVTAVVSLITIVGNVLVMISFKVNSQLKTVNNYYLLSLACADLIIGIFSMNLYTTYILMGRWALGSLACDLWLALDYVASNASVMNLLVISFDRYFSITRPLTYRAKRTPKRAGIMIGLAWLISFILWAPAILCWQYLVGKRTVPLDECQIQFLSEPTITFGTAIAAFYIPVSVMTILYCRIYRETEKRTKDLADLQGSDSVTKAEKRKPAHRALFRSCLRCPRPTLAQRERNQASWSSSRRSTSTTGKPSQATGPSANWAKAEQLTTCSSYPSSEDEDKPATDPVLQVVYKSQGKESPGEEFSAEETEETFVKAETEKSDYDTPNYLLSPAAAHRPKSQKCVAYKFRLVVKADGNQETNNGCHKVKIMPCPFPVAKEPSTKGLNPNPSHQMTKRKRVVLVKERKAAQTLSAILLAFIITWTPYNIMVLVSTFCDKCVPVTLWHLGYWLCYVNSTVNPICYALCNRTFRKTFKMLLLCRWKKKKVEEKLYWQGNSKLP
CHO-K1 Ca PAM: M1 PAM counterscreen hit in parental CHO-K1 cells; ATP EC20, Fluo-8 calcium fluorescence; 0% at ATP EC20, 100% at ATP max; activation, % at 3 µM; 360,000 tested, 0.02% active;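 active = activation above the run cutoff, the mean activation of all test compounds plus 3 SD, cut at about 40% in these data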;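 note: peak over basal fluorescence ratio in a 140 s read after ATP addition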
M1 ag parental: counter-screen for M1 agonists: effect in parental CHO-K1 cells; Fluo-8 calcium fluorescence; scaled to maximal ATP response, vehicle zero; activation, % at 3 µM; 360,000 tested, 0.48% active; AID 602248; in the data active = activation above about 15%;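 note: untransfected CHO-K1 host cells lacking M1 receptor as counterscreen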
M5 ag: agonists of human muscarinic M5 receptor (CHRM5); activation, % at 3 µM; CHO-K1 hM5 cells, Fluo-8 calcium fluorescence; 0% DMSO wells, 100% maximal acetylcholine response; 360,000 tested, 0.19% active;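 active = activation above the run's mean over test compounds plus 3 SD, cut at about 23% in these data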;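 note: signal is peak over basal fluorescence ratio across the kinetic read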
CHRM4 antagonist: blocks acetylcholine activation of human M4 receptor | P08173 | CHO-hM4 cells, ACh EC80, Fluo-8 calcium fluorescence | 360,000 tested, 0.73% active | inhibition, % at 3 µM;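 active = inhibition above its plate's cutoff, the mean inhibition of sample wells plus 3 SD, cut at about 27% in these data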;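 note: 0% = acetylcholine EC80 with DMSO and 100% = DMSO without agonist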
Target sequence (P08173 whole entry, looked up): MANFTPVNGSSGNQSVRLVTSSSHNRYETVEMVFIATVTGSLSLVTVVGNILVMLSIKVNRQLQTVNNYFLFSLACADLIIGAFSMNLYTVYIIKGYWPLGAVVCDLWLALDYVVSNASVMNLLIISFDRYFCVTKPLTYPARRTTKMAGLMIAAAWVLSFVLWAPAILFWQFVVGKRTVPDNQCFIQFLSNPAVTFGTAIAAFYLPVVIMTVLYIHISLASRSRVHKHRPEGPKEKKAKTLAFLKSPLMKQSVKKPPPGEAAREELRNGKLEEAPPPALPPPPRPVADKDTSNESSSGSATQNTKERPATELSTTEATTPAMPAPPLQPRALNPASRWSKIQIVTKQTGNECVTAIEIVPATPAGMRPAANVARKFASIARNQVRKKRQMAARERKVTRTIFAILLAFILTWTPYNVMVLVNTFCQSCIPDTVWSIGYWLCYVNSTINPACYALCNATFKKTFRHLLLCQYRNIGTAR
M4 PAM: CHRM4 positive allosteric modulation | P08173 | CHO-K1 hM4/Gqi5, Fluo-8 calcium fluorescence, ACh EC20; 0% = ACh EC20, 100% = maximal ACh | activation, % at 3 µM | 360,000 tested, 0.4% active;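 active = activation above its plate's cutoff, the mean activation of sample wells plus 3 SD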; note: some results filed as inactive read as strong as hits
M4 ag: agonists of human muscarinic M4 receptor (CHRM4) | CHO-K1 hM4/Gqi5, Fluo-8 calcium fluorescence; vehicle 0%, full acetylcholine response 100% | activation, % at 3 µM | 360,000 tested, 0.14% active;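 active = activation above the run mean over all test wells plus 3 SD, cut at about 32% in these data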;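 note: peak over basal fluorescence ratio per well then scaled between controls; 0% = DMSO wells and 100% = acetylcholine at EC100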
CHRM5 PAM: potentiates acetylcholine response at human M5 receptor; P08912; CHO-K1 hM5, Fluo-8 calcium, ACh EC20 PAM; 0% = ACh EC20, 100% = ACh EC100; activation, % at 3 µM; 360,000 tested, 0.3% active; AID 624038;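 active = activation above the run cutoff, the mean activation of all test compounds plus 3 SD, cut at about 18% in these data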
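Test system: CHO-K1 hM5 cells / Doses: single-point, 3 µM nominal / Times: Post-acetylcholine fluorescence recording 140 s / Technique: Fluo-8 calcium fluorescence / Measure: Max/basal fluorescence ratio as % of EC20–EC100 ACh window / Benchmarks: low control EC20 acetylcholine (0%), high control EC100 acetylcholine (100%) / Replicates: one well per compound, no replicates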
An asterisk follows results filed as active.

Order of results: CHO-K1 Ca antag	M5 antag	CHO-K1 Ca PAM	M1 ag parental	M5 ag	CHRM4 antagonist	M4 PAM	M4 ag	CHRM5 PAM
1) CCOC(=O)Nc1ccc2c(c1)C(=NO)c1ccccc1-2
→ -7	7	5	-0.5	-4	-1	-3	0	5
2) CS(=O)(=O)N1CCC(C(=O)Nc2ccc(Br)cc2F)CC1
→ -10	5	22	0.8	0	1	4	0	-2
3) COc1ccc(NS(=O)(=O)c2ccc(O)c(NC(=O)c3cc4c(C)nn(-c5ccc(F)cc5)c4s3)c2)cc1
→ -7	7	17	0.0	-3	2	-8	1	-1
4) COc1ccccc1NC(=O)c1c(Nc2ccccc2C)sc(C(=O)Nc2cccc(Cl)c2)c1N
→ 2	5	19	0.9	3	13	3	3	4
5) COc1ccccc1C1C(C(N)=O)=C(C)Nc2ncnn21 (centres undefined)
→ -1	4	9	0.1	2	-7	6	0	-4
6) O=[N+]([O-])c1ccc(C(=Nc2cccc3ccccc23)N2CCOCC2)cc1
→ 2	-5	17	0.0	-2	6	-2	-2	2
7) Cc1ccc(Cn2nnc3c(=O)[nH]c(C4CCCN(S(=O)(=O)c5ccc(F)cc5)C4)nc32)cc1 (centres undefined)
→ -1	4	1	0.9	-2	-2	6	1	1
8) COc1ccc(CCNC(=O)C2CCCN2C(=O)Nc2ccc(F)cc2)cc1OC (centres undefined)
→ 1	-5	-1	-1.1	-5	5	-5	1	-1
9) Cc1ccccc1C(=O)NN(C)c1nc2ccccc2nc1C(F)(F)F
→ 17	-5	-8	-0.4	-2	8	1	0	0
10) Cc1ccc(C(=O)N/N=C\c2ccccc2[N+](=O)[O-])cn1
→ -6	1	9	0.5	-2	-4	-3	2	-8
11) O=c1[nH]c(N2CCc3ccccc32)nc2c1CCCC2
→ 6	2	11	0.4	-2	0	2	1	-1
12) COc1ccc(NC(=O)CSc2nnc(C3CC3)n2C)cc1S(=O)(=O)N1CCCCC1
→ -5	12	0	0.2	4	-7	-3	1	-3
13) O=C(CN1C(=O)c2ccccc2S1(=O)=O)Nc1ccccc1
→ -20	-6	10	0.9	4	-9	5	1	-1
14) CC(C)(O[C@@H]1O[C@H](CO)[C@@H](O)[C@H](O)[C@H]1O)[C@@H]1CC=C(C(=O)O)CC1
→ -3	19	-19	-0.5	2	-7	7	2	-13
15) CCOC(=O)c1ccc(-c2ccc(/C=N/NC(=O)CN(c3cccc(C)c3)S(C)(=O)=O)o2)cc1
→ 2	-12	20	8.9	-1	0	3	1	4
16) COc1ccc(S(=O)(=O)N2CCN(C(=O)[C@H](Cc3ccccc3)NC(=O)c3ccco3)CC2)cc1
→ -3	6	0	0.5	-1	-6	3	6	8
17) OC(c1cc(F)cc(Cl)c1)c1ncc(-c2ccc(Cl)cc2)[nH]1 (centres undefined)
→ -2	4	0	3.1	5	-2	3	9	-3
18) COc1ccc(CNC(=O)C2CCC(CNc3c(N4CCC(C)CC4)c(=O)c3=O)CC2)cc1 (centres undefined)
→ 1	6	-19	0.2	-5	4	-4	0	-2
19) CN(C(=O)c1ccc(NC(=O)Cc2cccc(NC(=O)C3CCN(C(=O)C4CCC4)CC3)c2)cc1)C1CCCC1
→ -6	19	1	0.1	0	15	0	1	-5
20) Cc1cc(C)c(NC(=O)/C=C\C(=O)O)c([N+](=O)[O-])c1
→ 8	-5	-8	-0.3	3	-2	-3	1	2
21) CCN1CCN(c2ccc(NC(=O)c3cccc(F)c3)cc2Cl)CC1
→ 3	19	0	4.2	-14	3	-6	3	-31
22) COc1ccc(NC2CCCN(C(=O)CCCn3cncn3)C2)cc1OC (centres undefined)
→ -3	20	4	0.1	-4	12	-3	0	-5
23) COc1ccccc1-c1cc(C(=O)NCc2ccccc2)no1
→ -3	-9	16	1.8	-8	-9	0	-2	0
24) COc1ccc(OC)c(/C=C2/Sc3ccccc3C2=O)c1
→ 35*	43*	-6	38*	63*	19	-5	27	-23
25) Cc1cc(OCC(=O)Nc2ccc3c(c2)OCCO3)ccc1Cl
→ -11	2	7	1.9	1	-1	-1	9	-2
26) Cc1ccc(C)c(NC(=S)N2CCC(NC(=O)C3CCCCC3)CC2)c1
→ 3	10	1	0.5	-5	5	-3	0	2
27) CCOc1ccc(NC(C(=O)Nc2cccc(C(C)=O)c2)c2ccccc2)cc1 (centres undefined)
→ -10	4	14	2.5	-4	-1	-6	3	-3
28) CC(C)(C)c1cc(OC(=O)c2ccncc2)ccc1O
→ -21	7	23	1.4	-3	-8	7	5	-4
29) CC(=O)COC(=O)C1CCN(S(=O)(=O)c2cc([N+](=O)[O-])ccc2Cl)CC1
→ -13	4	6	1.5	-3	12	11	3	0
30) O=C1OCc2cc(NC(=O)C3CCCCC3)ccc21
→ -8	-1	18	0.5	-1	2	11	0	-2
31) OCCC1CCCCN1CC(O)COCc1ccc(Cl)cc1 (centres undefined)
→ -3	16	-26	-0.1	-4	5	-8	0	-3
32) O=C(c1cccs1)N1C[C@@H](O)[C@H](n2cc(-c3ccc(F)cc3)nn2)C[C@@H]1c1ccc(Cl)cc1
→ -4	11	-7	0.1	0	-5	-3	2	-1
33) CC(=O)c1cccc(NC(=O)c2cc(C)no2)c1
→ -2	-1	3	0.4	1	-7	1	1	-5
34) COc1ccc(CCc2nnc(CCC(=O)N(C)Cc3ccnc4ccccc34)o2)cc1
→ 12	5	-7	10	6	16	-16	15	-20
35) COc1ccc(N(C(C)C(=O)Nc2ccc(S(=O)(=O)N3CCOCC3)cc2)S(C)(=O)=O)cc1 (centres undefined)
→ -7	-6	15	0.1	-1	-10	3	2	-4
36) CSc1ccc(S(=O)(=O)Nc2ccc3c(c2)NC(=O)CC3)cc1
→ 14	10	2	16*	2	10	-9	10	-8
37) O=C(Nc1cccnc1)c1ccc(-c2cc(Cl)ccc2Cl)o1
→ -1	-16	19	1.4	15	-5	1	13	7
38) Cc1ccc(CCNC(=O)c2ccc(CS(=O)(=O)Cc3ccc(F)cc3)o2)cc1
→ -14	-15	3	2.0	-1	-5	2	4	11
39) C#CCOCCOCCOCCNc1nc(N2CCN(C(=O)[C@H](CCCN=C(N)N)n3cc(C(N)[C@@H](C)CC)nn3)CC2)nc(N2CCN(C(=O)[C@H](CC(N)=O)n3cc([C@@H](N)CC(N)=O)nn3)CC2)n1 (some centres undefined)
→ 3	8	3	-0.2	4	6	3	1	3
40) CC1(Cc2cccc(C(F)(F)F)c2)C(=O)Nc2ccc(-c3ccc(F)c(Cl)c3)cc21 (centres undefined)
→ -10	-1	18	3.7	2	-6	4	1	1
41) COc1cccc2sc(NN)nc12
→ -8	1	10	0.4	0	-7	5	1	1
42) CC(C)C(=O)Nc1cccc(C(=O)Nc2ccccc2C(=O)O)c1
→ -4	6	0	0.1	-2	4	4	-1	-9
43) O=C(CN(Cc1ccc2c(c1)OCO2)C(=O)CNC(=O)c1ccco1)NC1CCCCC1
→ 5	-6	2	-0.6	-5	-6	1	1	-5
44) CCOC(=O)CSc1nnc(C2CCCCC2)n1C
→ -10	2	18	0.7	-1	8	2	1	-3
45) COc1cccc(-n2nnnc2SCC(=O)Nc2ccccc2OC)c1
→ -6	2	21	1.2	0	-4	-4	2	10
46) CC(C)Cn1nc(C(=O)OCC(=O)NCC(F)(F)F)c2ccccc2c1=O
→ -12	0	4	-0.2	1	-1	7	1	9
47) COc1ccc2c(C)c(C(=O)O)oc2c1
→ -8	4	13	0.2	1	1	1	0	-1
48) CCN(CC)S(=O)(=O)c1ccc(N2Cc3ccccc3C2=N)cc1
→ -2	5	8	4.9	-5	3	-27	8	0
49) COc1ccc(CNCc2cc(C)c(OC)cc2C)c(OC)c1
→ -8	-7	7	1.0	-2	-10	-6	2	-3
50) O=C(CSc1ccc(-c2ccccc2)nn1)N1CCCc2ccccc21
→ -6	4	19	4.0	-2	8	-1	7	-3
51) Nc1ccccc1-c1nnn(CC(=O)Nc2ccc3c(c2)OCCO3)n1
→ -17	12	21	2.0	0	4	-2	2	-3
52) CCOc1ccc(NC(=S)NN2C(C)CCCC2C)cc1 (centres undefined)
→ -9	-2	26	0.6	-1	1	0	-1	2
53) Fc1cccc(-c2nnn3c2nc(Cl)c2ccccc23)c1
→ -13	12	13	0.5	-2	-1	-8	0	-4
54) O=C1/C(=C\c2cccs2)Sc2ccc3ccccc3c21
→ 9	8	-7	0.2	-4	2	1	1	-3
55) O=C(CN1CCN(S(=O)(=O)c2ccc(Cl)cc2)CC1)NCC1(N2CCOCC2)CCCCC1
→ -13	3	6	-0.2	-1	3	-2	0	-5
56) O=c1[nH]nc(-c2ccc(NCCO)c([N+](=O)[O-])c2)c2ccccc12
→ -12	4	9	1.2	0	-4	-10	2	4
57) COc1cccc(C(=O)N/N=C(\C)CC(=O)Nc2ccc(N(C)C)cc2)c1
→ -3	-1	17	1.4	4	-8	2	2	0
58) CN(Cc1cccnc1)C(=O)CC1C(=O)NCCN1Cc1ccc(-c2ccccc2)cc1 (centres undefined)
→ -15	16	2	1.4	-6	7	-10	2	0
59) CCc1nnc(NS(=O)(=O)c2ccc(NC(=S)NC(=O)/C=C/c3cccs3)cc2)s1
→ 5	-5	-7	-1.1	-7	-2	0	0	2
60) CCC/C=N/NC(=O)C1COc2ccccc2O1 (centres undefined)
→ 14	9	-23	-0.2	0	-12	1	0	1

Some of these compounds in order of their number in M5 antag, high to low.
item	molecule	M5 antag
60	CCC/C=N/NC(=O)C1COc2ccccc2O1 (centres undefined)	9
41	COc1cccc2sc(NN)nc12	1
46	CC(C)Cn1nc(C(=O)OCC(=O)NCC(F)(F)F)c2ccccc2c1=O	0
40	CC1(Cc2cccc(C(F)(F)F)c2)C(=O)Nc2ccc(-c3ccc(F)c(Cl)c3)cc21 (centres undefined)	-1

Further entries follow.
Order of results: CHO-K1 Ca antag	M5 antag	CHO-K1 Ca PAM	M1 ag parental	M5 ag	CHRM4 antagonist	M4 PAM	M4 ag	CHRM5 PAM
61) O=C(Cn1cnc([N+](=O)[O-])n1)NCCO
→ -6	-2	26	0.0	4	-5	5	0	1
62) COc1ccc(C2c3[nH]c4ccccc4c3C[C@H]3C(=O)N(CCCO)CC(=O)N23)c(OC)c1 (some centres undefined)
→ -7	-7	15	0.5	1	-11	4	2	3
63) Cc1ccc(/C=[N+](/[O-])C2SC(=S)N(C)C2(C)C)cc1 (centres undefined)
→ -5	1	-8	0.1	-8	6	5	0	-1
64) Cc1nc2ccc(S(=O)(=O)NCC(=O)N3CCCCC3)cc2s1
→ 15	-2	-7	-0.1	-3	-4	-1	0	-4
65) COc1ccc(NC(=O)C(=O)N/N=C/c2cc(C)n(-c3cccc(Cl)c3Cl)c2C)c(OC)c1
→ -14	-3	22	0.0	1	8	-2	1	0
66) C=C(C)Cn1c(NCCOC)nc2c1c(=O)[nH]c(=O)n2C
→ -12	-2	19	0.1	-4	-3	1	0	0
67) NNc1nc2sc3c(c2c(=O)n1-c1ccccc1)CCCC3
→ 6	13	2	-0.8	1	-1	-1	-1	-1
68) CC(=O)Nc1ccc2c(c1)nc(CCN1CCC(C)CC1)n2C
→ -8	1	13	0.4	1	-4	5	1	-2
69) CCOC(=O)c1cccc(NC(=O)CCn2nc(C)c(S(=O)(=O)N3CCCCC3)c2C)c1
→ -21	1	-2	2.3	0	-4	1	3	-3
70) CCc1ccc(-c2csc(-c3c[nH]c4ccccc34)n2)cc1
→ 2	4	17	0.8	-3	-4	-2	0	-1
